AID2073: disruptors of CaV2.2 binding to Mint1 – biochemical, HTRF (AID 2073). HTRF protein-protein interaction, Mint1-CaV2.2; higher % means a stronger effect. 290,000 compounds, 0.19% hits. inhibition, % at 20 µM; hits with a dose series show IC50 in µM; in the data active = inhibition mostly above about 51%, no sharp cut-off; inconclusive = no clear call, values can overlap the other calls; inactive = mostly below about 53%; also: some results filed as inactive read as strong as hits
GPR35 arrestin U2OS: GPR35 antagonists blocking zaprinast-driven arrestin recruitment, primary screen, imaging, U2OS, beta-arrestin-GFP, zaprinast agonist (AID 2058); U2OS GPR35 beta-arrestin-GFP translocation imaging, zaprinast antagonism; higher % means a stronger effect; one-dose inhibition, % at 10 µM; IC50 in µM for titrated hits; 290,000 compounds, 0.052% hits;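 active = inhibition of at least 50% with at least 30 cells and total cytoplasm GFP at most 10,000,000; inconclusive = under 30 cells or total GFP of 10,000,000 plus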
NS5 inhibitors: Dengue-2 NS5 methyltransferase inhibitors, primary screen, biochemical, confirmation dose response (AID 588689); Dengue-2 NS5 methyltransferase capping enzyme assay, biochemical; higher % means a stronger effect; 340,000 compounds, 0.3% hits; inhibition, % at 25 µM, or IC50 in µM where a hit was titrated; in the data active = a potency from the dose series; inconclusive = inhibition above about 29% without an active follow-up result
WT yeast gro inh: growth inhibition of WT yeast, mitochondrial fusion screen | mitochondrial fusion phenotypic screen, WT strain | inhibition, % at 10 µM | 190,000 compounds, 2.1% hits | AID 1362; in the data active = inhibition above about 58%; tested in S. cerevisiae
RSV CPE inhibition: RSV antiviral activity via CPE protection, HEp-2 cells, primary 10 µM value included (AID 2391); CPE inhibition, % at 10 µM; hits with a dose series show IC50 in µM; HEp-2 cells, RSV-induced CPE inhibition; higher % means a stronger effect; 310,000 compounds, 0.13% hits; in the data active = a potency from the dose series; inconclusive = CPE inhibition mostly from about 23% at the one dose, without a potency; inactive = the rest, 99 in 100 with CPE inhibition below about 21%; also: strong numbers were not always called active
NTR1 ag: NTR1-driven beta-arrestin-GFP spot formation – imaging, U2OS cells, high content, primary screen (AID 493036) | 330,000 compounds, 0.17% hits | activation, % at 20 µM | P30989 | agonist mode;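 active = activation at or above 40% of the spot to cytoplasm intensity ratio, with at least 20 cells analyzed; inconclusive = wells under 20 cells, flagged as cytotoxic or low count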;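 also: 0% = DMSO without peptide and 100% = 100 nM NTR1 peptide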
Target sequence (P30989 whole entry, looked up): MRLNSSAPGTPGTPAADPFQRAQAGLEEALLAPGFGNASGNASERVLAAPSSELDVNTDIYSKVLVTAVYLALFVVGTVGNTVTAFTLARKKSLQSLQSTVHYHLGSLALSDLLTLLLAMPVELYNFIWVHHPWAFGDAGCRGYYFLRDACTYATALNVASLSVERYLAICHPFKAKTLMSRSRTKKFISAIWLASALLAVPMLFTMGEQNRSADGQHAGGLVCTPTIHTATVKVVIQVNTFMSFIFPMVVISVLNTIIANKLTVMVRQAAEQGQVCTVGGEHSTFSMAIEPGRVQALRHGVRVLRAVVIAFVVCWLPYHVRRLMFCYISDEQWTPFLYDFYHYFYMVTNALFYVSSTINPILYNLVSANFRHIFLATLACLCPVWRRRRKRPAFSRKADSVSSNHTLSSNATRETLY
Autophagy HCS: modulators of autophagy; 190,000 compounds, 0.98% hits; MEF GFP-LC3 puncta imaging; test concentration mostly 10 µM; calls only at 10 µM (by protocol);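 active = percentage of spot-positive cells more than 3 SD above its plate mean, without a fluorescence outlier flag or 80% toxicity; inconclusive = no clear call, values can overlap the other calls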;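 also: spot-positive cell cutoff set from DMSO-treated cells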
LYP inhibition: inhibitors of LYP phosphatase, biochemical, fluorescence intensity, uHTS (AID 1779). recombinant LYP phosphatase, fluorescence intensity; higher % means a stronger effect. one-dose inhibition, % at 11.5 µM; IC50 in µM for titrated hits. 290,000 compounds, 0.054% hits; in the data active = inhibition above about 50%;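 also: plate controls were vehicle with enzyme for no effect and no enzyme for full effect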
UTI89 phage lysis: inhibition of K1F phage lysis, E. coli UTI89, bacterial capsule biogenesis inhibitors, alamar blue (AID 488966); E. coli UTI89 K1F phage lysis, alamar blue, 2 h; higher % means a stronger effect; one-dose inhibition, % at 100 µM; IC50 in µM for titrated hits; 340,000 compounds, 0.02% hits;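 active = phage lysis inhibition, versus mean bacterial control, above a set limit; inconclusive = no clear call, values can overlap the other calls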;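 also: capsule biogenesis inhibitors block K1F phage lysis so surviving cells raise fluorescence; higher fluorescence means more inhibition of phage lysis; actives were called in the ten point dose series up to 300 µM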
WT yeast gro inh mutant strain: recorded beside WT yeast gro inh, whose call it bears; inhibition, %; mitochondrial fusion phenotypic screen, mutant strain inhibition
Autophagy HCS cell loss 18 h: recorded beside Autophagy HCS, whose call it bears; toxicity, %; measured here: cell loss, nuclei count;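 cell loss after 18 h compound exposure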
NTR1 ag cell count 20 µM: recorded beside NTR1 ag, whose call it bears; cell count; measured here: cell count, cytotoxicity flag
An asterisk follows results filed as active; i = inactive; ? = inconclusive; / = no result given; [ ] = another dose, or the depositor's remark.

SMILES	AID2073	GPR35 arrestin U2OS	NS5 inhibitors	WT yeast gro inh	WT yeast gro inh mutant strain	RSV CPE inhibition	NTR1 ag	NTR1 ag cell count 20 µM	Autophagy HCS	Autophagy HCS cell loss 18 h	LYP inhibition	UTI89 phage lysis
CC1(C)NC(=O)N(CC(O)COc2ccc(-c3ccccc3)cc2)C1=O (stereo not given)	0%	0%	-6%	-9	0	2.8%	-2.3	82	i	1	2%	3.6%
NCC(=O)NCC(=O)OCc1ccccc1	-9%	-1%	-1%	13	6	1.8%	1.4	33	i	-9	1%	0.0%
CC(=O)N/C(=C\c1ccccc1)C(=O)OCc1cccc(S(=O)(=O)N(C)C)c1	11%	-2%	2%	/	/	3.0%	/	/	/	/	-4%	-2.0%[50 µM]
CC(C)C[C@@H](CO)N1CCN(CC(C)C)CCC1=O	-5%	9%	-4%	/	/	0.0%	-1.3	105	/	/	-4%	0.4%
COC(=O)C1=C(C)N(C)C(=S)N(C)C1c1ccc(OC)cc1 (stereo not given)	-25%	-14%	2%	17	21	1.0%	-0.6	72	i	2	6%	0.6%
CCN(Cc1ccccc1)c1ccc(/C=N/NC(=S)NC(C)C)cc1	0%	3%	-3%	69*	3.3*	2.8%	5.7	38	i	-9	6%	2.7%
O=C(COC(=O)CCN1C(=O)C2CC=CCC2C1=O)NCCc1ccc(F)cc1 (stereo not given)	/	/	4%	/	/	-0.5%	-0.4	52	/	/	/	0.9%[50 µM]
COC(=O)CNc1c(-c2ccccc2)nc2ccc(Br)cn12	-6%	-9%	-3%	2	12	0.3%	-0.6	84	i	-11	-7%	-0.2%
Cc1cccc(-c2ocnc2C(=O)N2CCN(C(=O)c3cccs3)CC2)c1	39%	-12%	-6%	/	/	1.0%	1.2	59	/	/	-5%	0.1%
Cc1ccc(-n2cc(CNCCN3CCOC3=O)c(-c3ccc(F)cc3)n2)cc1	-14%	-16%	-5%	17	11	-2.4%	-1.2	107	i	47	-11%	0.3%
CCc1ccc2oc(=O)cc(CN3CCN(Cc4ccccc4)CC3)c2c1	5%	29%	-4%	/	/	0.4%	2.1	75	/	/	-7%	-0.1%
COC/C=C/C1=CC2=CC(=O)C(C)(OC(=O)c3ccco3)C(=O)C2=CO1 (stereo not given)	43%	12%	/	/	/	0.3%	0.2	40	/	/	-1%	/

The final four compounds of the section above come first, to join the parts:
SMILES	AID2073	GPR35 arrestin U2OS	NS5 inhibitors	WT yeast gro inh	WT yeast gro inh mutant strain	RSV CPE inhibition	NTR1 ag	NTR1 ag cell count 20 µM	Autophagy HCS	Autophagy HCS cell loss 18 h	LYP inhibition	UTI89 phage lysis
Cc1cccc(-c2ocnc2C(=O)N2CCN(C(=O)c3cccs3)CC2)c1	39%	-12%	-6%	/	/	1.0%	1.2	59	/	/	-5%	0.1%
Cc1ccc(-n2cc(CNCCN3CCOC3=O)c(-c3ccc(F)cc3)n2)cc1	-14%	-16%	-5%	17	11	-2.4%	-1.2	107	i	47	-11%	0.3%
CCc1ccc2oc(=O)cc(CN3CCN(Cc4ccccc4)CC3)c2c1	5%	29%	-4%	/	/	0.4%	2.1	75	/	/	-7%	-0.1%
COC/C=C/C1=CC2=CC(=O)C(C)(OC(=O)c3ccco3)C(=O)C2=CO1 (stereo not given)	43%	12%	/	/	/	0.3%	0.2	40	/	/	-1%	/
CCOC(=O)N1CCC(N(CCN(C)C)C(=S)Nc2cc(Cl)ccc2C)CC1	-19%	1%	-13%	3	-7	2.1%	2.9	58	i	2	-5%	-0.1%
Cc1ccc2c(c1)N(S(=O)(=O)c1ccc(F)cc1)C(C(C)(C)C)CO2 (stereo not given)	8%	2%	4%	-6	3	?	1.5	84	i	0	-2%	0.8%
COc1ccc(CC(=O)Nc2cccc(-c3ccc4nnc(C)n4n3)c2)cc1OC	7%	3%	0%	0	-17	4.4%	2.7	62	i	13	1%	0.1%
CC1CCc2cc(F)ccc2N1C(=O)c1ccncc1 (stereo not given)	-9%	4%	4%	15	-1	1.6%	-1.7	47	i	1	-6%	3.0%
COc1ccc(/C=C/C(=O)c2cc(F)ccc2OC(=O)c2ccccc2OC)cc1OC	14%	-25%	-12%	57	25	/	/	/	i	68	4%	-0.3%
CCCC(=O)C1=C(N(C)c2ccccc2)CC(C)(C)C(C(=O)OC)C1=O (stereo not given)	-6%	2%	5%	9	8	1.3%	2.7	51	i	2	4%	0.6%
C1CN(c2nc3nonc3nc2N2CCOCC2)CCO1	0%	-1%	/	/	/	0.3%	0.4	43	/	/	0%	/
Cc1c(C(=O)NC(C)CCc2ccccc2)cccc1[N+](=O)[O-] (stereo not given)	-4%	0%	-6%	22	-6	7.3%	0.6	67	i	5	-9%	0.0%
CN(C)C=NC(=O)c1ccc([N+](=O)[O-])c(CS(=O)(=O)c2ccc(Cl)cc2)c1	-1%	-11%	3%	19	19	3.5%	1.7	75	i	-4	-6%	0.2%
CCOc1ccc(NC(=O)C2CC(C)=C(C)CC2C(=O)O)cc1 (stereo not given)	-4%	-2%	3%	1	8	0.1%	-1.3	31	i	1	-6%	-0.1%
COC(=O)c1[nH]c2ccc(Cl)cc2c1NC(=O)CCN1CCOCC1	11%	-6%	/	10	22	1.5%	1.9	44	i	-6	-3%	1.3%
Cc1nc2cc(-c3cccc(F)c3)nn2c(C)c1CCC(=O)NC(C)CCc1ccco1 (stereo not given)	-12%	4%	-3%	13	14	3.1%	2.8	62	i	10	-5%	-1.1%
O=C1Nc2ccccc2C1=Nc1ccc(Br)cc1	10%	-5%	-4%	/	/	3.4%	2.2	60	/	/	-8%	1.5%
COc1ccc(-n2nc3c(c2NC(=O)c2ccc4c(c2)OCO4)CS(=O)(=O)C3)cc1	1%	18%	-9%	/	/	2.3%	1.2	65	/	/	-7%	0.3%
O=C(O)[C@H](CSCc1ccccc1)NS(=O)(=O)c1ccc(F)cc1	10%	6%	-2%	-10	-5	1.4%	0.1	63	i	-8	-5%	1.2%
Cc1ccc(NS(=O)(=O)c2ccc3c(c2)OCCCO3)cc1S(=O)(=O)N1CCOCC1	/	/	-11%	/	/	1.9%	1.4	62	/	/	/	1.6%[50 µM]
COc1cc(/C=N/NC(=O)c2ccoc2C)ccc1O	-1%	-2%	-2%	6	6	?	0.9	52	i	12	3%	-1.6%
Cc1cc(C)c(S(=O)(=O)N2CCCCCC2)cc1Br	4%	5%	3%	57	35	-0.3%	2.1	49	i	-24	-2%	-0.6%
C/C(=N\Nc1c(F)c(F)c(Br)c(F)c1F)c1ccncc1	0%	9%	-2%	/	/	3.2%	1.8	57	/	/	1%	-0.5%
Oc1ccc(N=Nc2ccccc2-c2nn[nH]n2)c(O)c1	7%	0%	>100µM*	/	/	1.3%	1.1	96	/	/	-5%	0.2%
COCC(C)NC(=O)c1ccc2nc(-c3ccccc3)c(-c3ccccc3)nc2c1 (stereo not given)	-3%	-7%	-8%	/	/	3.9%	0.1	60	/	/	3%	0.5%
O=S(=O)(NCc1ccco1)c1ccc(S(=O)(=O)N2CCCC2)cc1	-2%	7%	/	0	-3	-0.2%	0.7	44	i	3	-9%	0.6%
CC(=O)N1CCN(C(=O)CCNS(=O)(=O)c2ccccc2)CC1	/	/	-6%	/	/	-0.3%	0.9	57	/	/	/	0.0%[50 µM]
C/C(=N/NC(=O)CN1CCN(S(=O)(=O)c2ccc(C)cc2)CC1)c1cccc(O)c1	14%	5%	-13%	/	/	-2.4%	-1.6	56	/	/	-10%	-0.3%
c1ccc(CSc2nnc(-c3cccs3)o2)cc1	-2%	-8%	-1%	-7	4	4.3%	0.2	49	i	-4	-3%	5.2%
Cc1cc(C(=O)Nc2ccccc2)c(C)o1	-4%	-9%	3%	11	13	2.7%	0.9	48	i	3	-5%	-0.4%
CN(C)c1ccc(/C=N/Nc2ccc(-n3ccnc3)nn2)cc1	-26%	-3%	3%	28	16	1.8%	0.7	74	i	-15	-2%	-1.4%[50 µM]
Nc1c(C(=O)N2CCCCC2)sc(=S)n1-c1ccccc1	-7%	-4%	6%	4	17	0.2%	1.3	73	i	-2	-1%	6.0%
COc1ccccc1CN1CC(C(=O)N2CCN(c3ccc(F)cc3)CC2)CC1=O (stereo not given)	1%	-1%	-5%	8	-11	-0.5%	-0.3	38	i	-8	-4%	0.2%
Cc1cc(OCCCCN2C(=O)NC(C)(C)C2=O)ccc1[N+](=O)[O-]	1%	-3%	-6%	15	14	14%	0.8	46	i	7	-4%	-1.8%
CCOc1cc(C)nc(NCc2ccccc2)n1	-7%	-4%	-6%	15	23	-0.8%	2.2	70	i	7	-6%	11%
O=C(O)c1[nH]c2ccc(Br)cc2c1CCN1C(=O)c2cccc([N+](=O)[O-])c2C1=O	7%	7%	21%	/	/	1.6%	-1.5	50	/	/	-5%	0.3%
COc1ccccc1N1CCN(CC(=O)Nc2cc(F)ccc2C)CC1	-2%	-6%	-5%	38	41	3.2%	2.6	60	i	-5	-6%	0.7%
O=C(Nc1ccccc1N1CCOCC1)c1ccc(Cl)nc1	16%	11%	-2%	-17	8	0.2%	2.2	41	i	-6	-7%	0.0%
Cc1ccc(S(=O)(=O)N2CC=C(C(=O)NCCC(C)C)CC2)cc1	5%	-8%	-7%	/	/	-0.4%	2.9	49	/	/	-6%	0.4%[50 µM]
CN1C(=O)N(C)C2C1N(CN1CCCCC1)C(=O)N2CN1CCCCC1 (stereo not given)	-2%	-17%	-6%	9	5	0.7%	-1.2	52	i	-7	-6%	0.1%
Cc1nc(NC(=O)c2ccccc2[N+](=O)[O-])sc1C(=O)N(C)C	4%	-4%	8%	-3	-11	1.1%	-0.6	35	i	-1	-3%	-0.3%
CCOC(=O)c1ccc2nc(C)c(CCC(C)=O)c(Cl)c2c1	-3%	5%	-3%	-2	-2	0.6%	-2.7	49	i	11	-7%	-1.0%
CCCC(=O)Nc1nnc(S(=O)(=O)N(CC)c2ccccc2)s1	5%	-18%	-1%	/	/	3.4%	1.3	88	/	/	-9%	0.1%
Cc1cc(-c2nnco2)c(C)n1-c1ccc(F)cc1	12%	5%	-3%	11	5	1.7%	-0.8	39	i	-16	-7%	0.1%
COc1ccccc1NC(=S)N(CCN1CCOCC1)Cc1ccccc1F	-14%	-4%	3%	15	22	1.4%	-0.8	60	i	-5	-3%	0.0%
CC(C)c1ccccc1NC(=S)NCCCn1ccnc1	-3%	3%	-10%	-7	1	-1.5%	-0.5	34	i	0	-8%	-0.2%

High-throughput results as filed in PubChem.
